Screening data as filed in PubChem.
RECQ1 inh = RECQ1 (human) helicase inhibition. 240,000 tested, 0.54% active. RECQ1 DNA unwinding, red fluorescence kinetic read. P46063. Potency, µM (doses to about 57.3 µM), inactives show top-dose activity, negative = inhibition, usual class: inhibitors;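 note: plate controls were vehicle for no effect and no enzyme for full effect; nearly all actives have a fitted effect of over 30% in size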
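RECQ1T1 50 nM; forked duplex (20 bp + 30-nt ss tails) 200 nM, ATP 2 mM final; pH 8.0, 2 mM MgCl2, 2.5 ug/ml poly(dI-dC); 15 min compound preincubation; discontinuous kinetic read over 2 h at RT.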
HTT ATP protect = cytoprotection in Huntington HTT-Q103 PC12 cell model; PC12 HTT-Q103 induced, cytoprotection, ATP luminescence, 40 h; Potency, µM (top dose mostly 56.4 µM), for inactives: cytoprotection (ATP increase), usual class: activators; 230,000 tested, 0.14% active; AID 1471;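 note: % of control where 0% means no effect; nearly all actives have a fitted effect of over 45% in size; toxic huntingtin expression switched on by the ecdysone agonist tebufenozide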
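Compounds were screened for protection of PC12 cells against cell death after tebufenozide induction (100 nM final) of mutant Huntingtin exon 1 (Q103) fused to GFP.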
TexasRed fluor = Texas Red fluorescence interference in TRb-SRC2 counter-screen; TRb/SRC2 Texas Red total fluorescence interference; Potency, µM (doses to about 106 µM), for the others: top-dose fluorescence change, negative = quenching; 280,000 tested, 0.29% active; AID 1479; active = well fitted curve in either direction with a large enough effect; inconclusive = small, poorly fitted or top-dose-only effect; note: % is set by controls: 0 for no effect and ±100 for the full control effect
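Human TRβ ligand-binding domain (0.6 uM) and Texas Red SRC2 peptide (20 nM) in Tris buffer with 1 uM T3 and 5% DMSO were incubated with pinned compound for 5 hr at ambient temperature. Total fluorescence was computed as S + 2P (555/632 nm).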
Tau fluor counter = counter-screen for tau fibril formation inhibitors; Potency, µM (top dose mostly 57.7 µM), without a hit: at the highest dose activity change, negative = decrease; AID 1463; tau K18 P301L Alexa594 fluorescence, heparin fibrillization; 280,000 tested, 0.93% active; note: % is set by controls: 0 for no effect and ±100 for the full control effect; nearly all actives have a fitted effect of over 55% in size
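Human K18 P301L tau (15 uM unlabeled plus 0.24 uM Alexa 594-labeled, final) in 100 mM sodium acetate pH 7 was mixed with compound and 20 uM heparin and incubated 6 hr at 37 C.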
TRb SRC2 PPI = inhibitors of human thyroid hormone receptor beta-SRC2 interaction | P10828 | TRbeta-SRC2 peptide binding, fluorescence polarization; receptor liganded with 1 µM T3 | Potency, µM (titrated, usually from 106 µM), without a hit: at the highest dose activity change, negative = inhibition, hits mostly inhibitors | 280,000 tested, 0.065% active;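 note: plate controls were bound peptide for no effect and peptide without receptor for full effect; nearly all actives have a fitted effect of over 50% in size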
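Compounds were added to 0.6 uM TRb ligand-binding domain and 20 nM Texas Red-labeled SRC2 peptide in Tris buffer containing 1 uM T3, incubated 5 hr at ambient temperature, then read by fluorescence polarization.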
Tau ThT inhib = inhibitors of human tau fibril formation, thioflavin T binding. P10636. recombinant tau K18 P301L, heparin-induced fibrillization, ThT fluorescence. Potency, µM (series often up to 57.4 µM), for inactives: at the top dose activity, negative = inhibition, hits mostly inhibitors. 270,000 tested, 2.1% active. AID 1460; note: % is set by controls: 0 for no effect and ±100 for the full control effect; nearly all actives have a fitted effect of over 55% in size
Target sequence (P10636 561-689 P618L limits assumed): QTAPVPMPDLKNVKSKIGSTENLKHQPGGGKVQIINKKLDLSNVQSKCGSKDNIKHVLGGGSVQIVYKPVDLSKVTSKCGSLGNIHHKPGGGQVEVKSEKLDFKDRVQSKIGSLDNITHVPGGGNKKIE
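Heparin-induced fibrillization of the P301L-mutant K18 repeat-domain fragment of human tau was followed by ThT binding in quantitative high-throughput format.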
L3MBTL1 inh = inhibitors of human L3MBTL1. Q9Y468. AlphaScreen L3MBTL1–H3K9me1 peptide binding. Potency, µM (series often up to 57.1 µM), without a hit: at the highest dose activity, negative = inhibition, actives largely listed as inhibitors. 230,000 tested, 0.66% active. AID 485360; note: % is set by controls: 0 for no effect and ±100 for the full control effect; nearly all actives have a fitted effect of over 60% in size
Target sequence (Q9Y468 whole entry, looked up): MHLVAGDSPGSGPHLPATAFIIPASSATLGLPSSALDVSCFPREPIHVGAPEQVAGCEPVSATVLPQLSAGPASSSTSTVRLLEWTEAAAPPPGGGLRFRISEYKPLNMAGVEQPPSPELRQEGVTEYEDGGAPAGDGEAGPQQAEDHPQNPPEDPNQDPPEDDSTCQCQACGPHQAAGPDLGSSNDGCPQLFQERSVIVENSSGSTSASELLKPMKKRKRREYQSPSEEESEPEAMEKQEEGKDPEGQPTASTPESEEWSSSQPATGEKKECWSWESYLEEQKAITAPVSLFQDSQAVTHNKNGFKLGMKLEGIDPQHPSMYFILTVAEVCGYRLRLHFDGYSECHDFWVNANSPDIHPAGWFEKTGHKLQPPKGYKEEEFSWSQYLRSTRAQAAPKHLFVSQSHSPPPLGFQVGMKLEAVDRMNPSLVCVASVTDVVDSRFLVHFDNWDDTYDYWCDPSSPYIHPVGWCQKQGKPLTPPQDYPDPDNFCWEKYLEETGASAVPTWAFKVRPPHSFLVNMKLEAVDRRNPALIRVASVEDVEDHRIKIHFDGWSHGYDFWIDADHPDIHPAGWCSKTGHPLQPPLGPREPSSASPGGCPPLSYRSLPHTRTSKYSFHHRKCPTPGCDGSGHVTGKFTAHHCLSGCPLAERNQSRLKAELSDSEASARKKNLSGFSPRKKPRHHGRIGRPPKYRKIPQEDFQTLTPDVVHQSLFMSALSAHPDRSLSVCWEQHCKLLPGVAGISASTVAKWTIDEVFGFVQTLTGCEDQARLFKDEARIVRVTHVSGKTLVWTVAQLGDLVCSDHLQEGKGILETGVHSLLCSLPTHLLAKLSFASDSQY
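AlphaScreen proximity signal between nickel-chelate acceptor and streptavidin donor beads (final 10 ug/mL) reports binding of 50 nM L3MBTL1 to 75 nM biotin-H3 K9me1 peptide; complex incubated with compounds 30 min at room temperature; cefsulodin titration as control.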
Tau fibril FP = tau fibrillization inhibition (FP). K18 P301L tau heparin fibrillization, Alexa594 FP, 6 h. Potency, µM (top dose mostly 57.7 µM), without a hit: at the top dose activity, negative = inhibition, usual class: inhibitors. 280,000 tested, 0.39% active; note: % is set by controls: 0 for no effect and ±100 for the full control effect; nearly all actives have a fitted effect of over 55% in size
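Heparin (20 uM) drove fibril formation of recombinant tau K18 P301L, 15 uM unlabeled with 0.24 uM Alexa 594 label, for 6 hr at 37 C in 100 mM sodium acetate pH 7. Fluorescence polarization (555/632 nm) read 1 hr after 30 uM ThT.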
* hit, by the source's call; i = inactive; ? = inconclusive; / = not tested or not shown; [ ] = another dose, or the depositor's remark. Unless noted, calls come from the whole dose curve; as a rule, active = well fitted curve in the direction sought with a large enough effect; inconclusive = small, poorly fitted or top-dose-only effect, or another doubt; inactive = no such curve, though single readings can be large; an effect the other way counts as inactive or inconclusive. Potency is the fitted concentration of half-maximal effect. These rows are one share of the data; count on the stated rates, not on these rows.

Order of values – RECQ1 inh, HTT ATP protect, TexasRed fluor, Tau fluor counter, TRb SRC2 PPI, Tau ThT inhib, L3MBTL1 inh, Tau fibril FP
- CC(C)Oc1ccccc1C1CC(=O)Nc2c1c(=O)n(C)c(=O)n2C (centres undefined)
→ 0%, -31%, 0%, -6%, -9%, -5%, /, -3%
- O=Nc1c(O)n(Cc2ccc(Cl)c(Cl)c2)c2ccccc12
→ -4%, -1%, -3%, -19%, -13%, ?, -6%, -7%
- CCOC(=O)/C(C#N)=C/Nc1ccccc1OC(F)(F)F
→ -7%, 22%[10 µM], 2%, -9%, 0%, -8%, 16%, -1%
- CCOc1ccc(S(=O)(=O)N2CCN(C(=S)NCc3ccccc3)CC2)cc1
→ -7%, 11%[10 µM], -5%, ?, -7%, -8%, -5%, ?
- COc1ccc(N2CCN(CC(=O)NC(=O)NC(C)(C)C)CC2)cc1
→ -2%, /, -2%, 0%, 4%, -5%, -5%, -3%
- Cc1ccc(NC(=O)COc2ncnc3sccc23)cc1S(=O)(=O)N(C)C
→ 1%, -32%, 4%, -16%, -3%, -6%, -9%, 4%
- O=C(CSc1nnc2scc(-c3ccc(Cl)cc3)n12)NCc1ccco1
→ i, -23%, 0%, -1%, -3%, 0%, -5%, -2%
- C=CCSc1nc(N)c(C#N)c(-c2ccccc2)c1C#N
→ -16%, -10%, -3%, -7%, 1%, -2%, 0%, -8%
- CCCCN(c1ccccc1)c1ncnc(N)c1[N+](=O)[O-]
→ 6%, 13%, 2%, -6%, -8%, -5%, 1%, -1%
- Cc1cc(C)c2c(CN3CCOCC3)cc(=O)oc2c1C
→ -8%, -22%[10 µM], 0%, -8%, -3%, /, /, 5%
- Cc1ccc(-c2nnc(C)c(N3CCOCC3)n2)cc1
→ 4%, -9%, -1%, -2%, -6%, -3%, -3%, -11%
- CCOc1ccc(CN2C(=O)c3ccccc3C2=O)cc1C(=O)Nc1nnc(SCC)s1
→ 8%, 18%[10 µM], -5%, -11%, -3%, -8%, -9%, 11%
- COc1cccc([C@@H]2Oc3ccc(OC)cc3C(=O)[C@H]2OC(=O)Nc2ccc(C)c(Br)c2)c1
→ 3%, ?, -1%, -22%, 0%, -12%, /, -9%
- CCOC(=O)c1ccc(CNC(=O)CSc2nnc(-c3ccncc3)o2)cc1
→ -9%, 19%[10 µM], -3%, 0%, 1%, 7%, 3%, -1%
- O=C(NCc1ccccc1)c1ccc(CNc2c(N3CCCC3)c(=O)c2=O)cc1
→ -8%, -19%[10 µM], -2%, -22%, 8%, /, /, -3%
- COC(=O)CCCC(=O)N1CCCC(CCC(=O)NCc2ccc(F)c(F)c2)C1 (centres undefined)
→ -4%, -45%[inhibitor][10 µM], 3%[53 µM], 13%[2.34 µM], -1%[53 µM], 5%, 5%, 5%[2.34 µM]
- NC(=O)c1ccccc1N/C=C/C(=O)c1ccco1
→ -17%, -7%[10 µM], -2%, 0%, -12%, ?, -12%, 3%
- Cc1ccc(C(=O)Nn2cnc3scc(-c4cccs4)c3c2=O)c(O)c1
→ i, -22%, 0%, -23%, -25%, -4%, /, -8%
- Cc1cc(Nc2cccc(C)c2C)n2cnnc2n1
→ /, /, 2%, 12%, 4%, 16%, /, 6%
- Cc1c(N=C2SCC(=O)N2/N=C/c2ccccc2Cl)c(=O)n(-c2ccccc2)n1C
→ -10%, 2%[10 µM], -3%, -9%, 2%, -12%, /, 8%

Reformatted: entries from further up.
canonical_smiles	RECQ1 inh	HTT ATP protect	TexasRed fluor	Tau fluor counter	TRb SRC2 PPI	Tau ThT inhib	L3MBTL1 inh	Tau fibril FP
O=Nc1c(O)n(Cc2ccc(Cl)c(Cl)c2)c2ccccc12	-4%	-1%	-3%	-19%	-13%	?	-6%	-7%
CCOc1ccc(CN2C(=O)c3ccccc3C2=O)cc1C(=O)Nc1nnc(SCC)s1	8%	18%[10 µM]	-5%	-11%	-3%	-8%	-9%	11%
NC(=O)c1ccccc1N/C=C/C(=O)c1ccco1	-17%	-7%[10 µM]	-2%	0%	-12%	?	-12%	3%
CCOC(=O)c1ccc(CNC(=O)CSc2nnc(-c3ccncc3)o2)cc1	-9%	19%[10 µM]	-3%	0%	1%	7%	3%	-1%

The results go on:
Order of values – RECQ1 inh, HTT ATP protect, TexasRed fluor, Tau fluor counter, TRb SRC2 PPI, Tau ThT inhib, L3MBTL1 inh, Tau fibril FP
- Cc1ccc(OCc2nnc(SCC(=O)CC(=O)Nc3ccccc3)o2)cc1
→ -9%, -18%[10 µM], -5%, ?, 2%, -18%, 4%, -13%
- COc1cccc(NC(=O)/C=C/c2ccccc2[N+](=O)[O-])c1
→ 0%, 4%[10 µM], -4%, ?, 3%, ?, -10%, 8%
- CCOC(=O)CC(=O)CSc1nc2c(c(C)c1C#N)CCC2
→ i, 1%, 0%, -13%, -15%, ?, 5%, 2%
- NC1=NC(=O)S/C1=C\c1ccc(O)cc1
→ -1%, 16%[10 µM], -5%, -9%, -14%, ?, -3%, ?
- CCC(CC)=N/N=C/c1c(O)n(CC)c2cc(C3=NNC(=O)CC3)ccc12
→ -9%, 5%[1.9 µM], 1%, -6%, ?, 6%, ?, -7%
- COc1ccc(-c2cc3ncc(C(=O)c4cc([N+](=O)[O-])ccc4O)cn3n2)cc1
→ /, /, 4%, -16%, -1%, 7.1µM*, /, 8%
- O=C(N/N=C/c1cn(-c2ccccc2)nc1-c1cccnc1)c1ccc(F)cc1
→ -1%, ?, -5%, ?, 2%, -12%, /, ?
- CCn1cc(C(=O)N2CCN(c3ccc(F)cc3)CC2)c2cc(OC)c(OC)cc2c1=O
→ -6%, -22%, -1%, -4%, -2%, -5%, 14%, 5%
- CCCNC(=O)CN(C)S(=O)(=O)c1c(C)cc(C)cc1C
→ 2%, 1%[1.9 µM], -2%, -6%, 4%, -6%, 8%, -1%
- O=C(CSc1nccn1Cc1ccco1)Nc1cc(C(F)(F)F)ccc1Cl
→ /, /, -5%, -24%, 4%, -16%, /, 4%
- CCC(=O)Nc1cccc(C(=O)/C=C/c2ccc(F)cc2)c1
→ -24%, -18%, -4%, -10%, -7%, ?, -4%[11.4 µM], -12%
- CC(/C=N\NC(=O)c1ccc(C)nc1)=C\c1ccccc1
→ 8%, /, -3%, -7%, -4%, ?, 4%, -14%
- c1ccc2sc(NC3=NCN(CC4CCCO4)CN3)nc2c1 (centres undefined)
→ -10%, -45%[inhibitor], 6%, -5%, -1%, -1%, -5%, -13%
- Cc1cccc2cc(C(c3nnnn3CC3CCCO3)N3CCOCC3)c(=O)[nH]c12 (centres undefined)
→ i, -2%, -1%, -1%, -4%, -7%, -8%, 0%
- Cc1ccc(N2CC(NC(=O)Cc3cccs3)CC2=O)cc1 (centres undefined)
→ /, /, -1%, -8%, 5%, -6%, /, -4%
- Cc1ccc(-c2cc(C(=O)Nc3ccc(S(=O)(=O)N4CC(C)OC(C)C4)cc3)[nH]n2)c(O)c1 (centres undefined)
→ -29%, -6%[10 µM], -5%, ?, 12%, -6%, 15%, -14%
- Cc1cc(C)c2nc(-c3cccnc3)cc(C(=O)Nc3ccc(S(=O)(=O)Nc4onc(C)c4C)cc3)c2c1
→ i, /, -1%, -16%, 4%, ?, -5%, 0%
- CCC1Oc2ccc(C)cc2N(CC(=O)N2CCN(c3ccccc3OC)CC2)C1=O (centres undefined)
→ /, /, -1%, -12%, -6%, -2%, /, -12%
- CC1(c2nnc(Cc3ccccc3)o2)CC(c2ccc([N+](=O)[O-])cc2)=NO1 (centres undefined)
→ -17%, 2%[10 µM], -2%, -23%, -8%, -13%, /, 13%
- O=C(Cn1ccc([N+](=O)[O-])n1)N1CCc2ccccc21
→ i, -47%[inhibitor], -3%, 7%, -4%, 5%, 2%[11.4 µM], -4%

(next part)
Order of values – RECQ1 inh, HTT ATP protect, TexasRed fluor, Tau fluor counter, TRb SRC2 PPI, Tau ThT inhib, L3MBTL1 inh, Tau fibril FP
- COc1ccccc1NC(=O)/C(=N/OCc1ccc(F)cc1)C(C)=O
→ -3%, -30%, 0%, -12%, 2%, -6%, -16%, -1%
- CC1CCCCN1S(=O)(=O)c1ccc2[nH]c(=O)cc(C(=O)NCCc3ccc(Cl)cc3)c2c1 (centres undefined)
→ /, /, 0%, -18%, -5%, 0%, /, ?
- COc1ccc(S(=O)NC2CCCCC2)c(OC)c1C (centres undefined)
→ 0%, 9%, -2%, 0%, -5%, ?, 3%, 9%
- COc1ccc(CC(=O)Nc2c3c(nn2-c2ccccc2C)CS(=O)C3)cc1 (centres undefined)
→ 4%, 7%[10 µM], -2%, 7%, -4%, 4%, 24%[11.4 µM], 10%
- CC1=CC2C(=O)c3cccc(O)c3C(=O)C2C(O)=C1 (centres undefined)
→ 1%, -1%, 0%, ?, -2%, ?, /, -10%
- COc1ccccc1-c1c(NC(=O)c2ccco2)n(C)c2ccccc2c1=O
→ -8%, 10%[10 µM], -1%, 9%, -4%, 8%, 7%, 1%
- Nc1nc2ccccc2n1CCOc1ccccc1Cl
→ -1%, -16%, -2%, -8%, -12%, 0%, -1%, 5%
- C[C@H]1C=C(C(=O)N2CCN(Cc3ccc4c(c3)OCO4)CC2)O[C@@H](OCc2ccc(CO)cc2)C1
→ -3%, 18%[10 µM], 2%, 3%, -7%, 2%, 2%, 8%
- CCCCCOC(=O)Nc1ccc(S(=O)(=O)Nn2cnnc2)cc1
→ -8%, -15%, 0%, 7%, -17%, -7%, 1%, 6%
- Cc1ccc(NC(=O)c2noc3c2CC(C(C)(C)C)CC3)cc1 (centres undefined)
→ i, 1%, -3%, -3%, -6%, -9%, /, 3%
- CC(=O)c1ccc(N2CCN(S(=O)(=O)c3c(C)nc4sc(C)cn4c3=O)CC2)cc1
→ /, /, -2%, -28%, -3%, ?, /, -2%
- CCN(CC)S(=O)(=O)c1ccc(C(=O)N2CCc3ccccc32)cc1
→ -8%, /, -3%, 6%, -1%, 10%, 25%, -6%
- Cn1c(=O)c2[nH]c(N3CCOCC3)nc2n(-c2ccccc2)c1=O
→ -1%, 7%[0.074 µM], -2%, 0%, -3%, -7%, /, 3%
- CC(C)(C)OC(=O)C1C(=O)CC(C)(O)C(C(=O)OC(C)(C)C)C1c1cccnc1 (centres undefined)
→ -2%, 1%, 2%, 1%, -11%, -3%, /, 6%
